Screens deposited in PubChem BioAssay by several laboratories.
V-ATPase pH: regulators of yeast V-ATPase proton pumping, primary screen, pHLuorin cytosolic pH fluorescence; S. cerevisiae; response, % at 10 µM; 0.37% of 350,000 active; AID 504577, 2011; in the data active = response mostly above about 7.3%, no sharp cut-off; inactive = mostly below about 5.4%; note: actives read high; inactives centre near 0; some compounds called inactive have numbers as strong as hits; reference of the scale not given here
LANA DNA inh: inhibitors of KSHV C-LANA binding to DNA, primary screen, biochemical, fluorescence polarization, FAM-LBS DNA, MBP-C-LANA, single point; Kaposi's sarcoma herpesvirus LANA C-terminal domain (residues 932-1162) DNA binding; inhibition, % at 9 µM; 0.078% of 340,000 active;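 active = highest replicate inhibition at or above 60% at 9 µM, even if other replicates fall short; inactive = all replicates below 60% inhibition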;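 note: 0% = neutral control wells and 100% = 4 µM acridine orange control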
OPRM1-OPRD1 inv: inverse agonists of MOR-DOR heterodimerization, primary screen, cell-based, luminescence; inhibition, % at 9.3 µM; cell-based MOR-DOR heterodimer luminescence, inverse agonism; 0.21% of 340,000 active; Mu-type opioid receptor (Homo sapiens) + Delta-type opioid receptor (Homo sapiens), …; in the data active = inhibition above about 22%, passing the limit was not always enough;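 note: 0% = cells with DMSO and 100% = wells without cells with DMSO; values of inactives mirror those of a sister screen read the other way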
HTR5A ag: HTR5A agonists in luminescence cell assay, primary screen, counter-screen for OPRM1-OPRD1 heterodimer agonist project, full-deck HTS | AID 504692, 2011 | 0.61% of 340,000 active | cell-based | activation, % at 9.3 µM; in the data active = activation mostly above about 9.5%, no sharp cut-off; inactive = mostly below about 7.6%;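 note: 0% = cells with vehicle only and 100% = reference agonist; strong numbers were not always called active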
Target sequence (P47898 whole entry, looked up): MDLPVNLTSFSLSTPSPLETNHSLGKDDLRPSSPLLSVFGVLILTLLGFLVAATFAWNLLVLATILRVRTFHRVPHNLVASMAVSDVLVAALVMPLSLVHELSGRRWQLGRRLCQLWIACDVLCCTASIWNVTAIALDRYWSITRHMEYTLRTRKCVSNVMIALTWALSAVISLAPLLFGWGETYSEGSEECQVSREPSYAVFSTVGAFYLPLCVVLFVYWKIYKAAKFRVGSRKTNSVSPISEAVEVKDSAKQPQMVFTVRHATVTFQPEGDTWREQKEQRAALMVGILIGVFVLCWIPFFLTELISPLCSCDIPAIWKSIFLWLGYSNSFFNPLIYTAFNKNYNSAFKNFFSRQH
HTR5A inv ag: HTR5A inverse agonists in luminescence cell assay, primary screen, counter-screen for OPRM1-OPRD1 heterodimer inverse agonist project, full-deck HTS. 5-hydroxytryptamine receptor 5A (Homo sapiens), P47898. HTR5A cell line, inverse agonism. inhibition, % at 9.3 µM. 0.083% of 340,000 active; in the data active = inhibition mostly above about 23%, no sharp cut-off; inactive = mostly below about 18%;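 note: 0% = cells with DMSO and 100% = no-cell wells with DMSO; some compounds called inactive have numbers as strong as hits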
Keap1 Nrf2 FP: Keap1-Nrf2 protein-protein interaction inhibitors, primary screen, biochemical, fluorescence polarization, single point; Kelch-like ECH-associated protein 1 (Homo sapiens), Q14145; Keap1 Kelch-Nrf2 peptide fluorescence polarization, 1536-well; inhibition, % at 9.4 µM; 0.15% of 340,000 active; AID 504523, 2011; in the data active = inhibition above about 12%;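 note: human Keap1 Kelch domain with fluorescein labeled Nrf2 9mer peptide probe; 0% = neutral control wells and 100% = peptide positive control; higher means more block of Keap1 binding to Nrf2 peptide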
Target sequence (Q14145 whole entry, looked up, the tested form may be a part): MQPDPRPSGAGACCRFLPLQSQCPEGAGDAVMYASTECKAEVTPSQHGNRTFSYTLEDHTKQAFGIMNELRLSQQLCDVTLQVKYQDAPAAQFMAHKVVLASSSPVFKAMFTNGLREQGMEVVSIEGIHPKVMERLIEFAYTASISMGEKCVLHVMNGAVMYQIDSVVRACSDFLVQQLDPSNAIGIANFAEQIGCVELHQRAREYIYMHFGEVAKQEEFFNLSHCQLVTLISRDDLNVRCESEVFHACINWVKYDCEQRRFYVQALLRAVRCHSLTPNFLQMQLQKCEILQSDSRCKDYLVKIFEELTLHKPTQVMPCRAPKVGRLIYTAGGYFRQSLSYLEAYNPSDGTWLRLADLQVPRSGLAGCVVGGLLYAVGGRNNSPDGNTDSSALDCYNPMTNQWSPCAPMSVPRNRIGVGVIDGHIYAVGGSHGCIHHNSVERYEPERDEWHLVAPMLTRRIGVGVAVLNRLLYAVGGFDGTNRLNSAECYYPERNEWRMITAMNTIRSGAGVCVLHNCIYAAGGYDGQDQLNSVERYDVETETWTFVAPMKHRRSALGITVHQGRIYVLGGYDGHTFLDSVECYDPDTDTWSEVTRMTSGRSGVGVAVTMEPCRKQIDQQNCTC
RTF Ca sens inh: cardiac RTF calcium sensitivity inhibitors, primary screen, biochemical, IANBD-TnC fluorescence, EC70 calcium | Troponin I, cardiac muscle (Homo sapiens) + Troponin T, cardiac muscle (Homo sapiens) + … | IANBD-labeled cardiac RTF, Ca2+ fluorescence | inhibition, % at 7.15 µM | 0.12% of 340,000 active | AID 493244, 2011;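 active = inhibition above the mean inhibition of all tested compounds plus 3 SD, cut at about 17% in these data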;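 note: assay run at fixed EC70 calcium of 1.6 mM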
OPRM1-OPRD1 ag: agonists of OPRM1-OPRD1 heterodimerization, primary screen, cell-based, luminescence; cells; activation, % at 9.3 µM; 0.3% of 340,000 active; AID 504326, 2011; in the data active = activation above about 18%;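 note: 0% = vehicle-treated cells and 100% = reference agonist; values of inactives mirror those of a sister screen read the other way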
cardiac RTF act: cardiac RTF calcium sensitivity activators, primary screen, biochemical, IANBD-TnC fluorescence, EC20 calcium. Troponin I, cardiac muscle (Homo sapiens) + Troponin T, cardiac muscle (Homo sapiens) + …. IANBD-labeled TnC RTF fluorescence at EC20 calcium; 0% EC20 calcium, 100% full calcium. activation, % at 7.2 µM. 0.24% of 340,000 active. AID 493008, 2010;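 active = activation above the mean over all tested compounds plus 3 SD, cut at about 30% in these data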;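 note: rise in fluorescence read as greater calcium sensitivity of cardiac thin filaments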
CAL PDZ FP: untagged CAL PDZ binding inhibitors, primary screen, biochemical, fluorescence polarization, HTS. 0.92% of 300,000 active. AID 602252, 2012. purified CAL PDZ, TMR-peptide fluorescence polarization, 1 h. inhibition, % at 24.9 µM;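 active = mean inhibition of at least 30% with at least half of replicates also reaching 30%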;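 note: 0% = DMSO neutral control and 100% = excess unlabeled competitor peptide PRC23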
Active calls of the source: *; i = inactive; / = no result given; & = joins results of further samples.

#	smiles	V-ATPase pH	LANA DNA inh	OPRM1-OPRD1 inv	HTR5A ag	HTR5A inv ag
1	OC(c1ccc(Cl)cc1)c1nnc(-c2ccccc2)o1 (configuration not stated)	-5	1.2	2	0	10
2	COc1ccc([N+](=O)[O-])cc1NC(=O)CSc1ncccn1	-2	-0.8	/	/	/
3	O=C(CCN1C(=O)/C(=C/C=C/c2ccccc2)SC1=S)Nc1ccccn1	4	0.8	-20	1	23
4	O=C(COc1ccc(S(=O)(=O)NC2CCCCC2)cc1Cl)N1CCN(c2ccccc2)CC1	-1	-0.2	-7	4	-9
5	Cc1ccnc2c1ccc1cccnc12	5	-0.1	22	-7	-23
6	CCOc1ccc(-c2nnn(CC(=O)NCc3ccc(F)cc3)n2)cc1OCC	-1	3.8	-28	6	-7
7	CC(C)(C)OC(=O)Nc1ccc([C@@H](NC(=O)OC(C)(C)C)C(=O)OC(C)(C)C)cc1	-2	1.5	-9	6	2
8	CCc1ccccc1NC(=O)CN(C)Cc1c(O)ccc2ccccc12	-4	0.8	-36	10	-27
9	COc1ccccc1NC(=O)Oc1cccc(OC(=O)c2ccccc2)c1	3	-0.8	2	3	-13
10	O=C(NCC1(N2CCCCC2)CCCCC1)c1ccc(NS(=O)(=O)c2ccccc2)cc1	-1	-1.9	5	-6	19
11	COc1cccc(-c2nc(-c3ccc4c(c3)-c3ccccc3S4(=O)=O)c(-c3ccccc3)[nH]2)c1OC	-2	0.6	-22	11	-28
12	Cc1ccsc1C(=O)N1CCCC(CCC(=O)N2CCN(c3ccccn3)CC2)C1 (configuration not stated)	4	-0.8	13	4	5

#	Keap1 Nrf2 FP	RTF Ca sens inh	OPRM1-OPRD1 ag	cardiac RTF act	CAL PDZ FP
1	2	1	-0.3	6	-10
2	-1	/	/	/	3
3	-3	-27	4.1	3	-3
4	3	-4	1.4	4	/
5	3	-7	-4.0	7	-6
6	5	-3	4.9	-3	-2
7	-3	-7	1.6	-9	-4
8	-9	2	6.8	-6	4
9	0	-7	-0.4	-10	-3
10	0	6	-0.7	-3	-2
11	-2	-8	3.9	-1	-2
12	-2	-2	-2.7	5	/

Following part
#	smiles	V-ATPase pH	LANA DNA inh	OPRM1-OPRD1 inv	HTR5A ag	HTR5A inv ag
13	CCCCn1c(N)c(N(CCOC)C(=O)c2ccc(-c3ccccc3)cc2)c(=O)[nH]c1=O	0	-3.6	8	4	-12
14	CS(=O)(=O)N(CCc1ccccc1)CC(=O)N1CCN(Cc2ccccc2)CC1	1	-1.2	-1	2	11
15	O=C1CC(NNC(=O)c2ccc(Br)cc2)C(=O)N1 (configuration not stated)	-2	-0.9	0	0	-14
16	N#CC1(c2ccc(NC(=O)c3ccccc3F)cc2)CCCC1	-11	0.1	-4	1	8
17	O=C(O)c1cc(N/N=C/C(Cl)=C/c2ccccc2)ccc1Cl	1	1.9	19	1	-3
18	COc1ccccc1N1CCN(C(=O)C2CCCN(c3ncnc4c3nc3n4CCCCC3)C2)CC1 (configuration not stated)	-3	0.2	1	8	-15
19	COc1ccccc1CNc1ccc2nnc(CCNC(=O)c3ccc(C)cc3)n2n1	0	-0.3	10	0	-1
20	Cc1ccc(-c2nc3sc4c(N)ncnc4c3c3c2CCCC3)cc1	1	-1.6	5	6	-16
21	CCOc1ccccc1CNC(=O)C1Cc2cc(S(=O)(=O)N3CCCCC3)ccc2N1C(C)=O (configuration not stated)	-3	1.3	19	0	-1
22	O=C(CCCCCNc1nc(=S)[nH]c2ccccc12)NCCc1ccc(Cl)cc1	2	0.1	-1	0	15
23	O=C(NC12CC3CC(CC(C3)C1)C2)c1cc(F)c(F)cc1Cl	2	1.2	-15	2	-4
24	CN1C/C(=C/c2ccsc2)C(=O)/C(=C/c2ccsc2)C1	1	-3.3	4	4	-10

#	Keap1 Nrf2 FP	RTF Ca sens inh	OPRM1-OPRD1 ag	cardiac RTF act	CAL PDZ FP
13	2	9	-1.2	-3	4
14	-6	1	0.1	12	-5
15	-1	-6	-0.1	-1	/
16	2	-9	0.7	1	0
17	2	9	-3.7	5	-6
18	1	-9	-0.2	2	-2
19	-2	-3	-2.0	-1	-5
20	-5	-9	-1.2	1	-4
21	1	-1	-3.7	-11	-7
22	-3	-17	0.2	2	0
23	-6	-8	2.9	-2	-8
24	-4	-1	-0.6	-1	21

Next part
#	smiles	V-ATPase pH	LANA DNA inh	OPRM1-OPRD1 inv	HTR5A ag	HTR5A inv ag
25	CCOc1ccc(NC(=O)c2cccc(NC(=O)c3ccccc3)c2)cc1	-2	1.1	-7	1	-6
26	Cc1nc2nc(CSc3nnc(C)s3)cc(=O)n2[nH]1	0&-1	1.7&0.2	22&11	2&0	-10&15
27	Cc1ccc2c(c1)C1CN(C)CCC1N2C(=O)c1ccccc1NS(=O)(=O)c1cccc(C(F)(F)F)c1 (configuration not stated)	2	1.0	/	/	/
28	Cc1ccc(C)c(S(=O)(=O)N2CCN(C(=O)[C@H](Cc3ccccc3)NC(=O)c3ccco3)CC2)c1	4	1.0	9	0	-1
29	O=C(NCCc1ccccc1)C(=O)NCC1CCCN1S(=O)(=O)c1ccccc1 (configuration not stated)	1	0.3	7	-5	12
30	O=C(CCN1CCc2ccccc2C1)Nc1ccc2c(c1)OCO2	1	2.6	6	-3	-9
31	O=c1c2ccccc2n2cnnc2n1-c1ccccc1	-2	0.3	4	7	-19
32	CCOC(=O)CNC(=O)COc1coc(CN2CCN(Cc3ccccc3)CC2)cc1=O	-1	-1.0	8	3	9
33	CCc1ccc(C(=O)c2cnc3ccc(OC)cc3c2N2CCN(CC)CC2)cc1	1	-1.3	i	-3	7
34	CN(C)C(=O)c1ccc(NC(=O)c2ccccc2SCC(=O)N2CCCC2)cc1	-5	-0.1	17	-3	8
35	COc1cnc(-c2ccccn2)nc1Sc1c(Cl)cccc1Cl	-2	-0.8	12	3	-4
36	C(=N\Nc1nc(Nc2ccccc2)nc(Nc2ccccc2)n1)/c1cccnc1	-4	-0.1	-14	-4	8

#	Keap1 Nrf2 FP	RTF Ca sens inh	OPRM1-OPRD1 ag	cardiac RTF act	CAL PDZ FP
25	4	-5	1.4	-3	-1
26	2&-8	-4&7	-4.2&-1.9	6&5	7&3
27	-5	-7	/	-3	-1
28	8	3	-1.7	-4	/
29	-2	-9	-1.3	-2	-3
30	-1	-9	-1.1	3	0
31	0	6	-0.7	2	1
32	-3	-8	-1.5	1	1
33	0	0	111*	-2	-1
34	0	-4	-4.0	-1	-2
35	1	-1	-2.6	-3	/
36	-2	2	2.8	-9	-4

More records follow:
#	smiles	V-ATPase pH	LANA DNA inh	OPRM1-OPRD1 inv	HTR5A ag	HTR5A inv ag
37	COc1ccc(Br)cc1CN(C)C(C)C(=O)Nc1cccc(C(C)=O)c1 (configuration not stated)	4	-1.8	-14	2	-6
38	O=C(NCc1ccc(-c2nc3ccccc3s2)cc1)c1cc2ccccc2o1	-6	-0.7	-7	0	0
39	Cc1ccc(Sc2nnc(Cc3ccccc3)c3ccccc23)cc1	1	0.9	-6	-4	-6
40	O=C(CSc1ncn[nH]1)N/N=C/c1ccc(F)cc1	-1	1.1	15	2	9
41	CC(O)c1nc(C(C)O)n(CC(=O)c2ccccc2)n1 (configuration not stated)	13	-1.0	12	-3	-15
42	O=C(NC(=S)Nc1ccc2oc(=O)ccc2c1)c1ccco1	2	0.7	10	-9	3
43	CCN(CC(=O)Nc1ccc(NC(C)=O)cc1)C(=O)c1c(C)nn(Cc2ccc(C)cc2)c1Cl	3	6.5	17	-2	6
44	COc1cc(C2C(C#N)=C(N)N(N(C)C)C3=C2C(=O)CC(C)(C)C3)ccc1O (configuration not stated)	2	-0.5	-1	0	1
45	O=C(Nc1ccccc1C(=O)N1CCN(c2ccccc2)CC1)c1ccco1	0	0.7	11	-1	-13
46	COc1ccc(CCNc2nc(=O)[nH]nc2C)cc1OC	1	-0.8	17	-1	-6
47	CCCN(CCC)CCCNC(=O)c1cc2c(=O)[nH]c3ccccc3c2s1	-1	-4.1	-1	-2	7
48	Cc1cccc(C)c1OCC(O)CN1CCCCC1 (configuration not stated)	-3	-0.2	-1	2	2

#	Keap1 Nrf2 FP	RTF Ca sens inh	OPRM1-OPRD1 ag	cardiac RTF act	CAL PDZ FP
37	0	0	3.0	5	0
38	5	-9	1.2	-5	2
39	6	-5	1.1	1	-3
40	-1	-10	-2.1	-1	/
41	-1	-1	-2.2	5	9
42	-1	-6	-2.0	15	/
43	0	-1	-3.3	-4	/
44	-2	-3	0.2	-1	-1
45	3	-6	-1.7	-7	47*
46	1	-1	-3.4	-1	1
47	-3	-2	0.2	5	-38
48	-4	-3	0.2	5	7

One compound at a time, as listed above. Screens in order: V-ATPase pH, LANA DNA inh, OPRM1-OPRD1 inv, HTR5A ag, HTR5A inv ag, Keap1 Nrf2 FP, RTF Ca sens inh, OPRM1-OPRD1 ag, cardiac RTF act, CAL PDZ FP
`O=C(NC(=S)Nc1ccc2oc(=O)ccc2c1)c1ccco1` as listed: 2, 0.7, 10, -9, 3, -1, -6, -2.0, 15, /
`O=C(CSc1ncn[nH]1)N/N=C/c1ccc(F)cc1` as listed: -1, 1.1, 15, 2, 9, -1, -10, -2.1, -1, /
`COc1cc(C2C(C#N)=C(N)N(N(C)C)C3=C2C(=O)CC(C)(C)C3)ccc1O` (configuration not stated) as listed: 2, -0.5, -1, 0, 1, -2, -3, 0.2, -1, -1
`CCCN(CCC)CCCNC(=O)c1cc2c(=O)[nH]c3ccccc3c2s1` as listed: -1, -4.1, -1, -2, 7, -3, -2, 0.2, 5, -38
`CCN(CC(=O)Nc1ccc(NC(C)=O)cc1)C(=O)c1c(C)nn(Cc2ccc(C)cc2)c1Cl` as listed: 3, 6.5, 17, -2, 6, 0, -1, -3.3, -4, /

Further results.
#	smiles	V-ATPase pH	LANA DNA inh	OPRM1-OPRD1 inv	HTR5A ag	HTR5A inv ag
49	C[C@H](CO)N1C[C@H](C)[C@@H](CN(C)S(=O)(=O)c2cn(C)cn2)Oc2ccc(NC(=O)Nc3ccc4c(c3)OCO4)cc2C1=O	4	-2.5	-12	5	-14
50	CCN(CC)CCNC(=O)c1ccc(NC(=O)c2cccc(S(=O)(=O)N3CCc4ccccc43)c2)cc1	-2	-1.2	3	5	-4
51	O=C(NCc1cccs1)C(=O)NCC(c1ccco1)N1CCN(c2ccccc2F)CC1 (configuration not stated)	-1	-0.5	-3	-5	17
52	COC(=O)/C=C1/S/C(=N/NC(=O)c2ccccc2)NC1=O	0	-0.8	21	6	-5

#	Keap1 Nrf2 FP	RTF Ca sens inh	OPRM1-OPRD1 ag	cardiac RTF act	CAL PDZ FP
49	-3	-7	2.2	6	-2
50	3	-7	-0.4	-1	-10
51	-5	5	0.5	-3	-2
52	0	-3	-5.1	-2	/

No enrichment for hits, and some 2.8% of all compounds hit somewhere here.
